Screening results: PubChem, several laboratories
BoNT A protease = BoNT/A light chain protease inhibitors, primary screen, biochemical, flow cytometry, MLPCN library; Botulinum neurotoxin type A light chain protease (Clostridium botulinum A str. ATCC 3502); hit rate 0.17% among 360,000; inhibition, % at 10 µM; multiplex microsphere protease substrate cleavage; AID 588499, 2011; further: plate controls were buffer without enzyme for full effect and enzyme alone for no effect
SSB-PriA inh = inhibitors of Klebsiella pneumoniae PriA binding to SSB C-terminal tail, primary screen, biochemical, AlphaScreen; PriA–SSB C-terminal tail interaction (Klebsiella pneumoniae); AlphaScreen SSBct-PriA binding, biotinylated peptide; inhibition, % at 33 µM; hit rate 0.6% among 430,000; AID 1272365, 2023; in the data active means inhibition mostly above about 37%, no sharp cut-off; inactive means mostly below about 20%;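 further: plate controls were negative control peptide for no effect and reference peptide for full effect; strong numbers were not always called active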
SARS 3CLpro inh = SARS-CoV 3CLpro protease inhibitors, primary screen, biochemical, quenched FRET; Replicase polyprotein 1ab (Severe acute respiratory syndrome coronavirus), P0C6X7; inhibition, % at 6 µM; recombinant SARS-CoV 3CLpro, quenched FRET peptide cleavage; hit rate 0.14% among 290,000; AID 1706, 2009; in the data active means inhibition above about 12%
Vc quorum ag = inducers of Vibrio cholerae quorum light production without autoinducers, primary screen, BH1578 luxS cqsA deficient, single point; activation, % at 18.7 µM; V. cholerae BH1578 lux reporter, luminescence, 6 h; hit rate 0.16% among 350,000; in the data active means activation mostly above about 9.7%, no sharp cut-off; inconclusive means no clear call, values can overlap the other calls; inactive means mostly below about 3.7%; further: not every result past the cut was called active; inactives centre near 0; reference of the scale not given here
Y pestis TopoI = Yersinia pestis topoisomerase I inhibitors, primary screen, biochemical, cleavage product accumulation, plate reader, single point; DNA topoisomerase I (Yersinia pestis CO92); Y. pestis Topo-I cleavage product accumulation; activity, % at 10 µM; hit rate 0.064% among 360,000; AID 504884, 2011; in the data active means activity above about 50%, passing the limit was not always enough; inconclusive means no clear call, values can overlap the other calls; further: inactives centre near 2
Anthrax LF prot = Bacillus anthracis LF protease inhibitors, primary screen, biochemical, multiplex microsphere, MLPCN library; AID 588501, 2011; multiplex microsphere protease cleavage assay; inhibition, % at 10 µM; hit rate 0.12% among 360,000; further: plate controls were buffer without enzyme for full effect and enzyme alone for no effect
TcdB inh = TcdB glycohydrolase inhibitors, primary screen, biochemical, single point, plate reader. AID 652162, 2013. hit rate 0.24% among 350,000. inhibition, % at 9.99 µM. Toxin B (Clostridioides difficile), P18177. TcdB glycohydrolase enzymatic assay; in the data active means inhibition above about 10%
Target sequence (P18177 whole entry, looked up): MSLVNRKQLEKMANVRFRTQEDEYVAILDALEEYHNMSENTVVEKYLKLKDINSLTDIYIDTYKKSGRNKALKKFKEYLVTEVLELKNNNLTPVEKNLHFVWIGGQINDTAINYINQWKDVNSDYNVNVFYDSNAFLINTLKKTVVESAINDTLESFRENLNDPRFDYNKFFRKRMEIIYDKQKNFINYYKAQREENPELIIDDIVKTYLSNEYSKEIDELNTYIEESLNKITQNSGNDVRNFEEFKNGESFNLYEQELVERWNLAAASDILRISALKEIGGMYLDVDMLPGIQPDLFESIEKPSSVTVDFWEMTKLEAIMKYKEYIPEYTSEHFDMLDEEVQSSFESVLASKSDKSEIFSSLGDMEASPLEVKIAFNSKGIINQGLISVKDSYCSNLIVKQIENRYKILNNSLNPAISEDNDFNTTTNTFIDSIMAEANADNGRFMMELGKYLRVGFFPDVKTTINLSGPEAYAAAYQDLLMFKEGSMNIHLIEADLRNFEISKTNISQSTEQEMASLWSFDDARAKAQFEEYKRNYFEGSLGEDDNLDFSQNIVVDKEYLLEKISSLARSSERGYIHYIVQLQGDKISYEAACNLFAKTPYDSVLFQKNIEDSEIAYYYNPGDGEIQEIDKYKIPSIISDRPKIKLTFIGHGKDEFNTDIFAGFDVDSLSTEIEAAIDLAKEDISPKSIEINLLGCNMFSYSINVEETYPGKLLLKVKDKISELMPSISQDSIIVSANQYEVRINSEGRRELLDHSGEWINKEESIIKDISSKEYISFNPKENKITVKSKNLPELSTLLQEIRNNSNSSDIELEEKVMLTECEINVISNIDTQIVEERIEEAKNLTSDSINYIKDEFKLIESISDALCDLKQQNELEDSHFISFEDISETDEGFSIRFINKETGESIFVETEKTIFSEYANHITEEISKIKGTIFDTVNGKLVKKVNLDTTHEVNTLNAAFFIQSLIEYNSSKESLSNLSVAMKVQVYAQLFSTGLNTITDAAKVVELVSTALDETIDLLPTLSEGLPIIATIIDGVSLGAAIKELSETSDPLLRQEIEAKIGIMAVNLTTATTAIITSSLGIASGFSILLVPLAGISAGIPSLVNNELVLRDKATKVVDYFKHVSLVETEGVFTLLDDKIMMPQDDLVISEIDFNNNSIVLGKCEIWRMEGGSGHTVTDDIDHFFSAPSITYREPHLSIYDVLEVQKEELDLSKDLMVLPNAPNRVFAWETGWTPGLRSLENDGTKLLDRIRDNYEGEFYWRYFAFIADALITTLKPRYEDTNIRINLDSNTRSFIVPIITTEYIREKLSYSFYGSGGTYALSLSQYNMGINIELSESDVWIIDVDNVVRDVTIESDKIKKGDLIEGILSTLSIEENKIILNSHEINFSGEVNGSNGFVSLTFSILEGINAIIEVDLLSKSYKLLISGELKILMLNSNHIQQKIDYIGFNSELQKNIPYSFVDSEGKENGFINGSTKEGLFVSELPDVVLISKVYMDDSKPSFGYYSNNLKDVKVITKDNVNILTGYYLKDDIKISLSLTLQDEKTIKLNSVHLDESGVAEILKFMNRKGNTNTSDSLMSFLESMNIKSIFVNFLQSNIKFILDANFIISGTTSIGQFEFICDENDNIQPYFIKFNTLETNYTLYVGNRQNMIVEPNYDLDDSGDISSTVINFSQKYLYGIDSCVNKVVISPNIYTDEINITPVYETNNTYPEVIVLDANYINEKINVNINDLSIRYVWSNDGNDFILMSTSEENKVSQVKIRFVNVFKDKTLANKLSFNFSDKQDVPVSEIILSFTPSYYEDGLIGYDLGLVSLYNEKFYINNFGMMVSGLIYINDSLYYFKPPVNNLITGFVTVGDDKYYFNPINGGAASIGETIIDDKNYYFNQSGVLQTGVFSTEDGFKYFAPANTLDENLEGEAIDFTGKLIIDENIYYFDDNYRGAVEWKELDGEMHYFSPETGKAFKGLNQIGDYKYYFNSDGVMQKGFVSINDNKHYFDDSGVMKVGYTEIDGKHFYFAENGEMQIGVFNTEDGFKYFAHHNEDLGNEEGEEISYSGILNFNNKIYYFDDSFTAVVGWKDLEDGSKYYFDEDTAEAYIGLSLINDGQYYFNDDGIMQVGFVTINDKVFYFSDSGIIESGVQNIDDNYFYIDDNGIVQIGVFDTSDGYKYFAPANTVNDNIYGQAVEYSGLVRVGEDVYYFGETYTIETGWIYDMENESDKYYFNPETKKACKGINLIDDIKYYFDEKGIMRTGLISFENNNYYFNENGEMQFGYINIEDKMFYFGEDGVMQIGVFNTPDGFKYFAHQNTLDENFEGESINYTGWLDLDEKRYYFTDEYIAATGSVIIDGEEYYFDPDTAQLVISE
PrPC surface inh = inhibitors of human cell surface prion protein PrPC, primary screen, cell-based, TR-FRET; TR-FRET read-out; inhibition, % at 13.8 µM; hit rate 0.43% among 370,000; Major prion protein (Homo sapiens), P04156; in the data active means inhibition above about 24%; further: 0% = median of the test wells and 100% = reference compound wells
PfHsp40 rescue = rescue of yeast from PfHsp40 toxicity, primary screen, S. cerevisiae, ATP luminescence; AID 504582, 2011; hit rate 0.68% among 340,000; growth rescue, % at 12.5 µM; S. cerevisiae expressing PfHsp40, growth rescue; in the data active means growth rescue above about 28%, passing the limit was not always enough; inconclusive means no clear call, values can overlap the other calls;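 further: yeast W303a lacking pdr1 and pdr3 grown in galactose medium; growth measured after three days at 30 °C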
* marks the source's active call; other numbers are inactive results; i = inactive; ? = inconclusive; nt = not tested or not shown; & = joins results of further samples. Unless noted, no stated cut-off is given here; in the data, active means inhibition above about 30%; inconclusive means no clear call, values can overlap the other calls; inactive means below that.

The first four compounds (preview)
SMILES | BoNT A protease | SSB-PriA inh | SARS 3CLpro inh | Vc quorum ag | Y pestis TopoI | Anthrax LF prot | TcdB inh | PrPC surface inh | PfHsp40 rescue
Cc1ccc(NC(=O)N2CCN(Cc3ccc4c(c3)OCO4)CC2)cc1 | -1.8 | -11 | 0 | -6.2 | 2 | -1 | nt | -3 | -1.8
O=C(COc1ccc2c(c1)oc(=O)c1ccccc12)N[C@@H](Cc1ccccc1)C(=O)O | -0.6 | 2 | -1 | -0.4 | 3 | 2 | -1.2 | -3 | -0.1
Cc1ccc(Cn2nnc3c(=O)n(CC(=O)c4ccccc4)cnc32)cc1 | 0.2 | 2 | -3 | -0.4 | 22 | -5 | 0.8 | 4 | -1.8
CC1CCN(C(=O)CSc2nc(=O)n3cc(Cl)ccc3n2)CC1 | 3.7 | 2 | nt | -0.7 | 8 | 2 | 1.3 | -6 | -0.5

The whole of this part (from the top)
SMILES | BoNT A protease | SSB-PriA inh | SARS 3CLpro inh | Vc quorum ag | Y pestis TopoI | Anthrax LF prot | TcdB inh | PrPC surface inh | PfHsp40 rescue
Cc1ccc(NC(=O)N2CCN(Cc3ccc4c(c3)OCO4)CC2)cc1 | -1.8 | -11 | 0 | -6.2 | 2 | -1 | nt | -3 | -1.8
O=C(COc1ccc2c(c1)oc(=O)c1ccccc12)N[C@@H](Cc1ccccc1)C(=O)O | -0.6 | 2 | -1 | -0.4 | 3 | 2 | -1.2 | -3 | -0.1
Cc1ccc(Cn2nnc3c(=O)n(CC(=O)c4ccccc4)cnc32)cc1 | 0.2 | 2 | -3 | -0.4 | 22 | -5 | 0.8 | 4 | -1.8
CC1CCN(C(=O)CSc2nc(=O)n3cc(Cl)ccc3n2)CC1 | 3.7 | 2 | nt | -0.7 | 8 | 2 | 1.3 | -6 | -0.5
C=CCOc1nc2c(c(=O)n(C)c(=O)n2C)n1Cc1ccc(Cl)cc1Cl | -0.6 | -3 | 2 | 0.2 | 4 | 0 | 1.9 | -6 | 0.7
COc1ccc(NS(=O)(=O)c2csc(C(N)=O)c2)cc1 | -2.5 | 9 | -6 | i | -2 | 9 | 1.5 | 3 | -0.7
O=C(Nc1ccc(F)cc1)c1ccc2c(c1)S(=O)(=O)N=C1CCCCCN12 | -0.1 | -1 | nt | i | -3 | 0 | 3.3 | 7 | -0.7
CC1CC(=O)Nc2ccccc2N1S(=O)(=O)c1cccc(Cl)c1 (stereo not drawn) | 0.3 | -2 | 5 | 0.2 | -2 | -1 | 0.5 | 0 | 0.4
COCC(C)n1c(SCC(=O)Nc2oc(C)c3c(C)n[nH]c(=O)c23)nc2ccccc2c1=O (stereo not drawn) | -0.5 | -13 | -2 | -4.3 | 19 | 1 | -2.0 | 1 | 0.8
O=S(=O)(Cc1ccccc1)N1CCN(c2ccccc2)CC1 | 0.0 | -6 | -1 | 0.3 | 5 | -4 | nt | -4 | -0.5
O=C1CSC(=Nc2ccccc2[N+](=O)[O-])N1 | -0.3 | 3 | -4 | -0.3 | 0 | -2 | 1.5 | -8 | -0.2
CC1=CC=CC2=NC(=O)CC(C)(C(=O)N(CC(=O)NC3CCCC3)Cc3ccc(Cl)cc3)N12 (stereo not drawn) | -1.4 | -4 | -9 | -16 | 0 | 2 | 2.3 | -3 | -0.3
COc1ccc(CC(=O)Nc2ccc3c(c2)OC2(CCCC2)O3)c(OC)c1 | 0.5 | nt | nt | 0.6 | 3 | 0 | 1.7 | 2 | nt
CCNC(=O)NC(=O)C(C)Sc1ccc2c(c1)OCCO2 (stereo not drawn) | 0.5 | -2 | 1 | nt | 11 | -3 | nt | 3 | 1.4
C=CCn1c(SCC(=O)N2CCN(c3ccccc3)CC2)nnc1-c1ccco1 | -0.3 | -7 | -1 | 0.3 | 14 | -3 | 2.0 | -3 | 0.1
CCn1c(/C=C2\C(=O)N(C(C)C)c3ccccc32)nc2ccccc2c1=O | -1.6 | -6 | 10 | i | 9 | -7 | 0.5 | 5 | -0.4
COCc1ccc(C(=O)N2CCCC(C(=O)c3ccc(SC)cc3)C2)o1 (stereo not drawn) | -5.1 | -7 | -3 | i | 14 | 0 | 0.4 | 2 | -1.5
C/C(=N\OCc1nc2ccccc2c(=O)n1/N=C/c1cc([N+](=O)[O-])ccc1O)c1ccccc1 | -0.1 | nt | -1 | i | -10 | -4 | 1.0 | -16 | -0.4
O=S(=O)(c1cccc2nonc12)N1CCN(c2ccccc2F)CC1 | -0.5 | -9 | 3 | i | 8 | -5 | -2.3 | -8 | 1.3
O=S(=O)(Nc1cnc2ccccc2c1)N1CCCCCC1 | 0.4 | -3 | 2 | i | 2 | -4 | nt | 3 | 1.9
COc1cc(OC)cc(C(=O)NC(C)c2cnn(-c3ccccc3C)c2C)c1 (stereo not drawn) | -0.9 | 3 | -1 | -0.2 | 2 | -3 | 1.4 | 5 | 2.8
CN(C)/C=N/c1ncc(C(=O)OC(C)(C)C)s1 | -0.3 | nt | 2 | -1.1 | 2 | -4 | 1.3 | 2 | 0.0
CCCCC(=O)Nc1ccc(NC(=S)NC(=O)CCCCl)cc1OC | -0.1 | -1 | 4 | -0.5 | 15 | -4 | nt | 8 | -0.6
Cc1ccc2cccc(SCC(=O)NCc3ccco3)c2n1 | -1.5 | -8 | -2 | -0.3 | -5 | -19 | nt | 2 | -0.1
O=[N+]([O-])c1ccc(/C([O-])=C(/C(=S)NCc2ccco2)[n+]2ccccc2)cc1 | 1.4 | -2 | 0 | i | -1 | -7 | -0.2 | -8 | 0.7
Further entries.
SMILES | BoNT A protease | SSB-PriA inh | SARS 3CLpro inh | Vc quorum ag | Y pestis TopoI | Anthrax LF prot | TcdB inh | PrPC surface inh | PfHsp40 rescue
CC(C)Cc1nnc(NC(=O)C23CC4CC(CC(C4)C2)C3)s1 | -7.2 | 1 | 6 | i | 10 | 8 | 0.4 | -6 | 1.5
C=CCOc1ccc(/C=C(\C#N)C(=O)Nc2ccccn2)cc1 | 0.8 | -6 | 0 | i | 0 | -2 | 1.8 | -5 | -1.8
CC1(C(=O)NS(=O)(=O)c2cccc(C#N)c2)CCN1C(=O)Cc1ccc(-c2ccccc2)cc1 (stereo not drawn) | 0.1 | nt | nt | -0.4 | 18 | -2 | -0.7 | 2 | nt
CC1CCN(C(=O)COc2cccc3c2CCN(Cc2ccccc2)C3=O)CC1 | -0.2 | -9 | 2 | -0.4 | 31 | -3 | 1.6 | 18 | 0.1
Cn1cccc1/C=C1/SC(=O)N(CC(=O)N2CCCC2)C1=O | 0.6 | -8 | -2 | i | -1 | 0 | 2.0 | -16 | 2.4
COc1ccc(CCN(Cc2nc3ccccc3c(=O)[nH]2)C(=O)c2ccco2)cc1 | 1.0 | -5 | -6 | -2.0 | 6 | 2 | nt | -4 | -0.6
CCC(C)NS(=O)(=O)c1cc2c3c(c1)CCN3C(=O)CC2 (stereo not drawn) | -1.0 | -7 | 1 | -6.7 | -5 | 0 | -0.6 | -1 | -0.2
CCn1cc(C(=O)N2CCc3ccccc32)c(=O)c2cc(S(=O)(=O)N3CCOCC3)ccc21 | 0.3 | -5 | -1 | -0.3 | 0 | 6 | nt | 3 | -0.8
O=C(CSc1nnc2ccccn12)Nc1ccc(S(=O)(=O)N2CCOCC2)cc1 | -0.2 | -1 | -3 | i | 4 | -2 | 1.3 | -2 | -0.9
Cc1ccc(NS(=O)(=O)c2ccc3c(c2)C(=O)c2ccccc2C3=O)c(C)c1 | -0.4 | 13&1 | -1 | -1.3 | 0 | 0 | nt | 0 | 5.5
CC(C)(Cc1ccccc1)/[N+]([O-])=C\c1ccccc1 | 0.2 | -27 | nt | i | 0 | 5 | -4.7 | 7 | 1.3
Cc1ccccc1SC1CCN(C(=O)C2CCC(=O)N(C3CC3)C2)CC1 (stereo not drawn) | -1.2 | -18 | 0 | -4.6 | 8 | 0 | 0.4 | 5 | 0.5
O=C1CSC(c2ccccc2)N1CC12CC3CC(CC(O)(C3)C1)C2 (stereo not drawn) | -0.3 | -9 | -3 | -0.4 | 4 | -9 | nt | -1 | 0.4
COCCN(CCOC)c1nc(-c2ccc(C)cc2)nc2ccccc12 | -0.1 | -68 | 1 | 0.0 | 35 | -19 | -5.2 | 5 | -0.5
CCOC(=O)/C(C#N)=C/c1cc2ccccc2nc1N1CCOCC1 | 8.9 | 15 | 3 | -0.6 | -4 | 6 | nt | 2 | -0.5
Cc1ccc(C)c(NC(=S)N2CCN(Cc3ccccc3)CC2)c1 | 0.1 | 1 | -5 | i | -4 | -2 | 1.1 | 0 | 0.2
COc1cc(CCC(=O)N2CCN(c3cccc(C)c3C)CC2)cc(OC)c1OC | -0.8 | 2 | -3 | i | 15 | -10 | 0.9 | 0 | -1.1
C=CCn1c(SCC(=O)NC2CCCCC2)nnc1-c1ccccn1 | 1.8 | -1 | 4 | i | -1 | -1 | 0.1 | -5 | -0.3
Cc1[nH]c(C)c(S(=O)(=O)Nc2ccc(F)cc2Cl)c1C(=O)N1CCCC1 | 0.3 | -5 | -3 | -0.2 | 2 | -1 | 9.8 | 5 | -1.0
Cc1ccc2nc(SCC(=O)Nc3ccccc3F)nc(=O)n2c1 | 5.0 | 1 | nt | i | -2 | 5 | 1.3 | 0 | 1.1
O=C1c2[nH]nc(-c3ccccc3O)c2C(c2cccc(Cl)c2)N1CC1CCCO1 (stereo not drawn) | 2.0 | 17 | 2 | i | -2 | 1 | nt | -4 | -0.5
Cc1ccc(-c2nn(-c3ccccc3)cc2/C=C(\C#N)C(=O)NCc2ccccc2)cc1 | 0.1 | -6 | 2 | i | -1 | -3 | nt | -4 | 1.0
CCSC(=S)Nc1c(C)n(C)n(-c2ccccc2)c1=O | -0.5 | -2 | 1 | -2.1 | -9 | 4 | 1.1 | -5 | -0.6
OCCC1CN(Cc2ccc3cc(Cl)ccc3n2)CCN1Cc1ccsc1 (stereo not drawn) | 0.7 | -7 | 0 | -0.6 | 16 | -7 | 1.2 | 0 | 0.0
COc1ccc(C(=O)Nc2cccc(NC(C)=O)c2)cc1OC | -0.6 | 6 | -1 | -0.3 | -3 | -1 | 2.1 | 5 | -1.5
Other results follow:
SMILES | BoNT A protease | SSB-PriA inh | SARS 3CLpro inh | Vc quorum ag | Y pestis TopoI | Anthrax LF prot | TcdB inh | PrPC surface inh | PfHsp40 rescue
Cc1occc1C(=O)N1CCC2(CC1)OCCO2 | ? | 3 | 0 | -1.4 | -7 | -1 | nt | -1 | -1.1
CCOC(=O)c1cnn(-c2nc3c(C)cccc3s2)c1C(F)(F)F | -0.1 | -33 | -1 | i | 33 | -7 | nt | 1 | 0.6
O=C(CNC(=O)c1ccc(Br)o1)NC12CC3CC(CC(C3)C1)C2 | -0.9 | -15 | 0 | i | 7 | -2 | -0.2 | 11 | -0.6
COc1ccccc1N1CCN(CC(O)c2ccc3cc[nH]c3c2)CC1 (stereo not drawn) | -0.4 | 13 | -8 | -0.3 | -6 | -5 | -1.4 | -4 | -1.6
CCCNC(=O)C1(C)CCCN(C(=O)c2ccc3c(c2)CCO3)C1 (stereo not drawn) | -0.7 | nt | nt | i | 1 | -11 | 0.5 | -3 | nt
CCN(CC)CCNC(=S)Nc1ccc2nc(N3CCOCC3)cc(C)c2c1 | 2.9 | -2 | -8 | -0.8 | -5 | -12 | -5.3 | -3 | -0.6
CCOc1cccc2cc(C(=O)Nc3nccs3)c(=O)oc12 | 1.1 | -7 | 0 | 1.0 | 7 | -4 | nt | 0 | 0.0
CN(C)CCCOC(=O)CCc1ccccc1 | -0.1 | -3 | 5 | 0.5 | 2 | -1 | nt | 0 | -2.0
CCS(=O)(=O)NCc1csc(C)n1 | -0.1 | -14 | -3 | -0.2 | -9 | -1 | nt | 1 | 1.1

Only part of the results is shown. The share of hits here may be higher or lower than overall.
